High-throughput results from PubChem BioAssay.
Tau FP inhib – blocks human tau fibril formation measured by polarization; P10636; K18 P301L tau heparin fibrillization, Alexa594 FP, 6 h; Potency, µM (series often up to 57.7 µM), without a hit: top-dose activity, negative = inhibition, most hits filed as inhibitors; 280,000 tested, 0.39% active; further: on the % scale 0 is the no-effect control and ±100 the full control effect; nearly all actives have a fitted effect of over 55% in size
Target sequence (P10636 561-689 P618L limits assumed): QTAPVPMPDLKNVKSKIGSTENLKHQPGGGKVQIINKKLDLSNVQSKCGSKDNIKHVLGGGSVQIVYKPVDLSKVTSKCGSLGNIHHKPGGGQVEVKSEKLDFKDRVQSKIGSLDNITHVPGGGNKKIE
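Human K18 P301L fragment (15 uM unlabeled plus 0.24 uM Alexa 594-labeled) in 100 mM sodium acetate pH 7 with compound, aggregation induced by 20 uM heparin for 6 hr at 37 C. ThT (30 uM) added for 1 hr, then Alexa 594 FP read.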
GAA inhib – inhibitors of human lysosomal alpha-glucosidase. P10253. purified human GAA, 4-MU-alpha-glucoside fluorescence. Potency, µM (series often up to 76.9 µM), for inactives: at the highest dose activity change, negative = inhibition, most hits filed as inhibitors. 200,000 tested, 0.005% active;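 further: plate controls were uninhibited enzyme wells for no effect and no-enzyme background for full effect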
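Fluorescence at Ex 365/Em 440 nm from 4-methylumbelliferone reported enzyme activity after 20 min at room temperature. Reactions used 4 nM enzyme and 400 uM substrate at pH 5.0; curves fitted with the Hill equation.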
GLA spleen mod – alpha-galactosidase A (human) modulation; Potency, µM (series often up to 80 µM), for inactives: at the highest dose activity change, negative = inhibition, actives largely listed as inhibitors; 240,000 tested, 0.008% active; AID 2107; P06280; human spleen homogenate, 4MU-alpha-Gal fluorescence, 40 min;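 further: 0% = enzyme with vehicle and -100% = no enzyme basal signal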
Target sequence (P06280 32-429 limits assumed): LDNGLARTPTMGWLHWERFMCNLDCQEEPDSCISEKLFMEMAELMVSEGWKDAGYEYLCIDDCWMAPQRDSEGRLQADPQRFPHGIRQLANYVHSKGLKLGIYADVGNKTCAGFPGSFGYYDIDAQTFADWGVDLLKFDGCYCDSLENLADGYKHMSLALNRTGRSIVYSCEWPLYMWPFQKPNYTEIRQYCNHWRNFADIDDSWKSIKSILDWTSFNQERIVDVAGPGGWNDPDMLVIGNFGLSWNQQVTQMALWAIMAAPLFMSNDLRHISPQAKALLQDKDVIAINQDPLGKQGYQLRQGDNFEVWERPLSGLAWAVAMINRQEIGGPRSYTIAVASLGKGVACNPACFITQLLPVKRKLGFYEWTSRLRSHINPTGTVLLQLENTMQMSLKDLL
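qHTS titration in buffer at pH 5.0. Alpha-galactosidase activity in spleen homogenate was measured via 4-methylumbelliferone release from 1 mM fluorogenic substrate after 40 min at 37C and a pH 10 stop. AC50 came from Hill fits of control-normalized data.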
Tau fibril ThT – tau fibrillization inhibition (ThT binding); P10636; recombinant tau K18 P301L, heparin-induced fibrillization, ThT fluorescence; Potency, µM (series often up to 57.4 µM), for inactives: top-dose activity, negative = inhibition, most hits filed as inhibitors; 270,000 tested, 2.1% active; AID 1460; further: on the % scale 0 is the no-effect control and ±100 the full control effect; nearly all actives have a fitted effect of over 55% in size
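ThT emission at 510 nm, taken 1 hr after adding 30 uM dye, quantifies aggregates formed when 20 uM heparin acts on human tau K18 P301L for 6 hr at 37 C.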
HTT cytoprotect – protects HTT-Q103 PC12 cells, measured by ATP; 230,000 tested, 0.14% active; PC12 HTT-Q103 induced, cytoprotection, ATP luminescence, 40 h; AID 1471; Potency, µM (highest dose often 56.4 µM), inactives show cytoprotection (ATP increase), most hits filed as activators;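 further: % of control where 0% means no effect; nearly all actives have a fitted effect of over 45% in size; toxic huntingtin expression switched on by the ecdysone agonist tebufenozide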
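PC12 cells with ecdysone-inducible HTT exon 1 Q103-GFP, induced with 100 nM tebufenozide and co-treated with library compounds in a dose series (1536-well, 1500 cells/well). Cytoprotection read as ATP content by ATPlite luminescence.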
aGlu spleen mod – inhibits or activates alpha-glucosidase in human spleen homogenate | P10253 | 240,000 tested, 0.006% active | human spleen homogenate, 4-MU-alpha-glucoside fluorescence | Potency, µM (top dose mostly 79.9 µM), for inactives: at the top dose activity change, negative = inhibition, usual class: inhibitors;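 further: 0% = enzyme with vehicle and -100% = no enzyme basal signal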
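Compounds were titrated against alpha-glucosidase in spleen homogenate at pH 5.0, with 1 mM 4-methylumbelliferyl substrate for 40 min at 37 C. Reactions were quenched with pH 10 NaOH/glycine and fluorescence measured.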
GAA glycogen mod – GAA glycogen-cleavage inhibition or activation; Potency, µM (doses to about 76.4 µM), for the others: top-dose activity change, negative = inhibition, actives largely listed as inhibitors; 300,000 tested, 0.38% active; P10253; recombinant GAA, glycogen substrate, Amplex Red glucose oxidase fluorescence; AID 2100;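 further: 0% = full enzyme reaction and -100% = no-enzyme basal signal; the screen sought inhibitors and activators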
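Recombinant enzyme (4 nM final) with compounds titrated up to 77 uM and bovine liver glycogen (30 ug) in citrate pH 5.0, 0.01% Tween-20, 37 C 40 min. Released glucose detected by Amplex Red/glucose oxidase (Ex 573/Em 610); AC50 from Hill fits.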
Tau fluor cs – counter-screen for tau fibril formation inhibitors; tau K18 P301L (four-repeat tau fragment) Alexa594 fluorescence, heparin fibrillization; Potency, µM (highest dose often 57.7 µM), inactives show top-dose activity change, negative = decrease; 280,000 tested, 0.93% active; AID 1463; further: on the % scale 0 is the no-effect control and ±100 the full control effect; nearly all actives have a fitted effect of over 55% in size
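Human K18 P301L tau (15 uM unlabeled plus 0.24 uM Alexa 594-labeled, final) in 100 mM sodium acetate pH 7 was mixed with compound and 20 uM heparin and incubated 6 hr at 37 C.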
Starred values were filed as active, the others as inactive; ? = inconclusive; nt = no result given; [ ] = remark or other dose. The call rests on the fitted dose curve; in most records, active means well fitted curve in the direction sought with a large enough effect; inconclusive means small, poorly fitted or top-dose-only effect, or another doubt; inactive means no such curve, though single readings can be large; an effect the other way counts as inactive or inconclusive. Potency means the concentration at half of the fitted maximal effect.

1: CC(C)OCCCn1c(=N)c(C(N)=S)cc2c(=O)n3ccccc3nc21
2: CCOC(=O)N1CCC(NC(=O)c2ccc3c(Cl)c4c(nc3c2)CCCC4)CC1
3: Cc1cccc(NC(=O)c2sc3nc4c(cc3c2N)CCCCCC4)c1C
4: NC(=S)NN=C1c2cc(S(=O)(=O)N3CCOCC3)ccc2-c2ccc(S(=O)(=O)N3CCOCC3)cc21
5: N#CCO/N=C(\c1ccccc1)c1ccncc1
6: Nc1ccc2ncccc2c1N
7: O=c1c2ccccc2nc2ccc(NCc3cccs3)nn12
8: Cc1ccc(-c2nc(CS(=O)(=O)CC(=O)N3CC(C)CC(C)C3)c(C)o2)cc1 (stereo unspecified)

entry no. | 1 | 2 | 3 | 4 | 5 | 6 | 7 | 8
Tau FP inhib | -1% | -2% | 3% | ? | 1% | ? | -11% | 3%
GAA inhib | 8% | 3% | nt | nt | -10% | 0% | -8% | 4%
GLA spleen mod | ? | -9% | nt | -7% | 0% | 7% | -2% | 9%
Tau fibril ThT | ? | 1% | -14% | -12% | -1% | 25µM* | -5% | -17%
HTT cytoprotect | 1% | nt | nt | -1%[10 µM] | -12% | -5%[10 µM] | -128%[inhibitor] | -4%[10 µM]
aGlu spleen mod | 22% | -11% | nt | ? | -11% | -3% | -1% | 4%
GAA glycogen mod | -6% | 7% | 4%[76.3 µM] | -21% | -2% | -8% | -6% | -12%
Tau fluor cs | -3% | -6% | -21% | -19% | -2% | ? | -13% | -5%

9: CCSc1ccccc1C(=O)NCc1ccc2c(c1)OCO2
10: Cc1ccc(N(C(=O)Cc2c[nH]c3ccccc23)C(C(=O)NC2CCCCC2)c2ccco2)cc1 (stereo unspecified)
11: CCOC(=O)Cn1c(=O)oc2cc(S(=O)(=O)NC3CCCc4ccccc43)ccc21 (stereo unspecified)
12: CC(=O)NC(Cc1ccc(F)cc1)C(=O)NC1CCN(c2ncccc2[N+](=O)[O-])CC1 (stereo unspecified)
13: O=S(=O)(c1ccccc1)N1CCN(C2CCCCCCC2)CC1
14: O=C(C(Cc1ccccc1)NS(=O)(=O)c1cccc2cccnc12)N1CCc2ccccc21 (stereo unspecified)
15: CC(=O)OCC1OC(C#CC2=CCCCC2)C=CC1OC(C)=O (stereo unspecified)
16: O=C(N/N=C/c1ccc(O)cc1)c1[nH]c2ccc(Br)cc2c1-c1ccccc1

entry no. | 9 | 10 | 11 | 12 | 13 | 14 | 15 | 16
Tau FP inhib | 3% | ? | 12% | 5% | 1% | ? | -19%[11.6 µM] | ?
GAA inhib | -7% | -2% | -5% | -4% | -10% | -8% | nt | -4%
GLA spleen mod | -4% | 1% | -4% | 1% | -5% | 9% | -5%[17.5 µM] | 3%
Tau fibril ThT | -2% | -14% | -17% | 0% | 2% | -20% | ? | -15%
HTT cytoprotect | -5% | 5%[10 µM] | -1% | -7% | -21%[0.074 µM] | -11% | 8%[10 µM] | -69%[inhibitor][10 µM]
aGlu spleen mod | 4% | -1% | -3% | 6% | -1% | 4% | -2%[17.4 µM] | -2%
GAA glycogen mod | 10% | 5% | -4% | -16% | 4% | ? | nt | 1%
Tau fluor cs | -4% | ? | -20% | 9% | -5% | -23% | -10%[11.6 µM] | 13µM*[quencher]

17: Cn1ccs/c1=N\C(=O)Nc1ccccc1
18: Cc1ccc(/C=C/C(=O)N2CCN(S(=O)(=O)c3cccs3)CC2)o1
19: CCC(C(=O)NCCc1ccc(OC)c(OC)c1OC)n1nc(C)c2sc3ccccc3c2c1=O (stereo unspecified)
20: COc1ccc(OC)c(S(=O)(=O)NCCC(C)C)c1
21: CN1CC(=O)N(C)c2nc(Br)n(C)c2C1=O
22: COc1ccc(CNc2cc(C)ccc2C)c(OC)c1OC
23: c1cc2c3c(cccc3c1)NC1(CCCCC1)N2
24: CCc1cc(OCCOCCN(C)C)ccc1Cl

entry no. | 17 | 18 | 19 | 20 | 21 | 22 | 23 | 24
Tau FP inhib | 9% | -18% | -4% | 2% | 2% | 0% | 11% | 12%
GAA inhib | nt | nt | nt | -2% | -9% | 1% | 1% | 2%
GLA spleen mod | -14% | 7% | nt | -8% | 6% | -5% | -6% | -1%
Tau fibril ThT | -8% | nt | ? | -3% | -2% | ? | ? | -1%
HTT cytoprotect | 7%[10 µM] | 15%[10 µM] | nt | -26% | -1% | -9%[10 µM] | 3% | -7%[10 µM]
aGlu spleen mod | -7% | 0% | nt | -2% | -2% | -8% | -7% | -2%
GAA glycogen mod | 18% | 7% | -2%[76.3 µM] | 10% | 5% | -8% | -2% | 5%
Tau fluor cs | -6% | 1% | -29% | -3% | 1% | -27% | ? | 8%

25: c1ccc(C2=Nc3c(ccc4ccccc34)C(c3ccncc3)=NN2)cc1
26: CCc1ccc(C(=O)NNc2ccc(Cl)cc2)cc1
27: Cc1ccccc1OCC(=O)NCCC(=O)O
28: O=C(NCC1CCCO1)c1ccc(Cn2c(=S)[nH]c3ccccc3c2=O)cc1 (stereo unspecified)
29: Cc1cccc(Nc2nnc(SC3CCOC3=O)s2)c1C (stereo unspecified)
30: COc1ccc(CCCc2n[nH]c(=S)o2)c(C)c1
31: CC1(C)CC(=O)C2=C(C1)Nc1cc(C(=O)c3ccccc3)ccc1NC2c1ccccn1 (stereo unspecified)
32: COc1ccc(Nc2cc(=O)n(C3CCCCC3)c(=O)[nH]2)c(OC)c1

entry no. | 25 | 26 | 27 | 28 | 29 | 30 | 31 | 32
Tau FP inhib | 10% | -6% | -3% | -7% | 1% | 9% | 6% | 14%
GAA inhib | 7% | -3% | 1% | 6% | -7% | -5% | -24% | 7%
GLA spleen mod | 3% | -4% | -2% | 1% | -5% | -6% | -1% | 15%
Tau fibril ThT | ? | -13% | 0% | -2% | -11% | 8% | -9% | 2%
HTT cytoprotect | -10%[10 µM] | -13%[10 µM] | 5% | -44%[inhibitor] | -18% | 5%[10 µM] | -24%[0.074 µM] | 4%
aGlu spleen mod | 2% | -5% | 0% | 2% | -5% | 1% | -4% | -14%
GAA glycogen mod | 11% | ? | 13% | -1% | -11% | -9% | -8% | 1%
Tau fluor cs | ? | -13% | 4% | -15% | -11% | 8% | -10% | 2%

33: O=S(=O)(Nc1ccc2ccccc2c1)c1ccccc1
34: Nc1nnnn1/N=C/c1cccc(OCc2ccccc2Cl)c1
35: CC(C)OC(=O)CSc1nnc(-c2ccccn2)n1C
36: O=C(Nc1cccc(C(F)(F)F)c1)NC1CCCCC1
37: CC(C)(C)N=C1NN=C(c2cc3ccccc3o2)CS1
38: CC(=O)NC(NC(=S)Nc1cccc(Br)c1)C(Cl)(Cl)Cl (stereo unspecified)
39: Cc1cc(=O)[nH]c(SCC(=O)N2CCN(S(=O)(=O)c3ccccc3)C2)n1

entry no. | 33 | 34 | 35 | 36 | 37 | 38 | 39
Tau FP inhib | -2% | -7% | -7% | -10% | -12% | -9% | ?
GAA inhib | -5% | 4% | 0% | -3% | -6% | nt | -5%
GLA spleen mod | -14% | 7% | 7% | -5% | 5% | -3% | 4%
Tau fibril ThT | 7% | -18% | -6% | -11% | ? | -3% | -4%
HTT cytoprotect | 20%[10 µM] | -12%[10 µM] | -14%[0.074 µM] | -13% | -56%[inhibitor][10 µM] | -3%[10 µM] | -25%
aGlu spleen mod | -25% | 5% | 1% | -7% | -15% | 0% | -13%
GAA glycogen mod | -3% | 1% | -3% | -12% | 4% | 1% | 5%
Tau fluor cs | -16% | -17% | 4% | -25% | -28% | -11% | -4%

Shown as a markdown table: entries from further up
| item | SMILES | Tau FP inhib | GAA inhib | GLA spleen mod | Tau fibril ThT | HTT cytoprotect | aGlu spleen mod | GAA glycogen mod | Tau fluor cs |
| --- | --- | --- | --- | --- | --- | --- | --- | --- | --- |
| 1 | CC(C)OCCCn1c(=N)c(C(N)=S)cc2c(=O)n3ccccc3nc21 | -1% | 8% | ? | ? | 1% | 22% | -6% | -3% |
| 2 | CCOC(=O)N1CCC(NC(=O)c2ccc3c(Cl)c4c(nc3c2)CCCC4)CC1 | -2% | 3% | -9% | 1% | nt | -11% | 7% | -6% |
| 3 | Cc1cccc(NC(=O)c2sc3nc4c(cc3c2N)CCCCCC4)c1C | 3% | nt | nt | -14% | nt | nt | 4%[76.3 µM] | -21% |
| 4 | NC(=S)NN=C1c2cc(S(=O)(=O)N3CCOCC3)ccc2-c2ccc(S(=O)(=O)N3CCOCC3)cc21 | ? | nt | -7% | -12% | -1%[10 µM] | ? | -21% | -19% |
| 5 | N#CCO/N=C(\c1ccccc1)c1ccncc1 | 1% | -10% | 0% | -1% | -12% | -11% | -2% | -2% |
| 6 | Nc1ccc2ncccc2c1N | ? | 0% | 7% | 25µM* | -5%[10 µM] | -3% | -8% | ? |
| 7 | O=c1c2ccccc2nc2ccc(NCc3cccs3)nn12 | -11% | -8% | -2% | -5% | -128%[inhibitor] | -1% | -6% | -13% |
| 8 | Cc1ccc(-c2nc(CS(=O)(=O)CC(=O)N3CC(C)CC(C)C3)c(C)o2)cc1 (stereo unspecified) | 3% | 4% | 9% | -17% | -4%[10 µM] | 4% | -12% | -5% |
| 9 | CCSc1ccccc1C(=O)NCc1ccc2c(c1)OCO2 | 3% | -7% | -4% | -2% | -5% | 4% | 10% | -4% |
| 10 | Cc1ccc(N(C(=O)Cc2c[nH]c3ccccc23)C(C(=O)NC2CCCCC2)c2ccco2)cc1 (stereo unspecified) | ? | -2% | 1% | -14% | 5%[10 µM] | -1% | 5% | ? |
| 11 | CCOC(=O)Cn1c(=O)oc2cc(S(=O)(=O)NC3CCCc4ccccc43)ccc21 (stereo unspecified) | 12% | -5% | -4% | -17% | -1% | -3% | -4% | -20% |
| 12 | CC(=O)NC(Cc1ccc(F)cc1)C(=O)NC1CCN(c2ncccc2[N+](=O)[O-])CC1 (stereo unspecified) | 5% | -4% | 1% | 0% | -7% | 6% | -16% | 9% |
| 13 | O=S(=O)(c1ccccc1)N1CCN(C2CCCCCCC2)CC1 | 1% | -10% | -5% | 2% | -21%[0.074 µM] | -1% | 4% | -5% |
| 14 | O=C(C(Cc1ccccc1)NS(=O)(=O)c1cccc2cccnc12)N1CCc2ccccc21 (stereo unspecified) | ? | -8% | 9% | -20% | -11% | 4% | ? | -23% |
